Screening data as filed in PubChem.
NPR2 activator: GC-B (human) receptor activation | activation, % at 10 µM | P20594 | 370,000 compounds, 0.11% hits | HEK293-GC-B cells, CNP EC30, cGMP TR-FRET; 0% at EC30 CNP, 100% saturating CNP;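 active = activation at 10 µM reaching about 35% in either raw or pattern-adjusted values, limit read from the data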
NPR1 activator: GC-A (human) enzyme activation | P16066 | HEK293 GC-A cells, cGMP TR-FRET, EC30 ANP; 0% at EC30 ANP, 100% saturating ANP | activation, % at 10 µM | 370,000 compounds, 0.14% hits; in the data active = activation above about 40%
Target sequence (P16066 whole entry, looked up): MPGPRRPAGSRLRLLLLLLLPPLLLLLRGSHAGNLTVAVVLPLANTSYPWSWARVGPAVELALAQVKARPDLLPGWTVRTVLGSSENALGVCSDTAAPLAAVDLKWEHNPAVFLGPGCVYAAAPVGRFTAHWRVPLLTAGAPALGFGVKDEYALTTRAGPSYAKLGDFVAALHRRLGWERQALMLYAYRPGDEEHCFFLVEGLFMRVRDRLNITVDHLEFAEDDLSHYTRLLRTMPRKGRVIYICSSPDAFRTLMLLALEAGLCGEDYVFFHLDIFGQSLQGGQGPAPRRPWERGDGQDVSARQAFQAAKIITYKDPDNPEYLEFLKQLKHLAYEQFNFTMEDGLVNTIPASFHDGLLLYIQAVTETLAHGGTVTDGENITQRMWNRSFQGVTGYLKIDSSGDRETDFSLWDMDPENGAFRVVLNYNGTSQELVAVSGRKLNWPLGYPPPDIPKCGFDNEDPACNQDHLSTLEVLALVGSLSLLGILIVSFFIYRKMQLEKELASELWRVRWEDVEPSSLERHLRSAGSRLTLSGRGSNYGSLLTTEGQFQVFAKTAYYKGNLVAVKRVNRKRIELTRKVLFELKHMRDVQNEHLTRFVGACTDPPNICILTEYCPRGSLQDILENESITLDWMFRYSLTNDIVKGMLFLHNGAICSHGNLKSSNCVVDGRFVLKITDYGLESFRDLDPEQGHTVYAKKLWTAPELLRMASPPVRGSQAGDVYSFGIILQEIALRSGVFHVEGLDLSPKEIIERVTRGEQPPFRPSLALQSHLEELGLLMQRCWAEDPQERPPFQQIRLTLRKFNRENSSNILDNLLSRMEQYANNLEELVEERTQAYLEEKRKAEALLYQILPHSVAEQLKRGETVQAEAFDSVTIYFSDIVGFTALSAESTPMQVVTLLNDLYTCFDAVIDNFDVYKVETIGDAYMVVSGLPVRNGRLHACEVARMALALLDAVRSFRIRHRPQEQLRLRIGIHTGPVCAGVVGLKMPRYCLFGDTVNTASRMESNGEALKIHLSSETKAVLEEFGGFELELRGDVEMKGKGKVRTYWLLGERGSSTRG
hgDAF-12 ag: agonists of H. glycines DAF-12 nuclear receptor. HEK293 GAL4-hgDAF12 UAS-luciferase reporter, agonist luminescence; normalized to butyrate control. activation, % at 6.8 µM. 370,000 compounds, 1.8% hits. AID 687014;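 active = activation above a cutoff set at the mean of all screened compounds plus 3 SD, cut at about 10% in these data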;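 also: 0% = DMSO wells and 100% = sodium butyrate wells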
ADAM10 inh: inhibits human ADAM10; O14672; recombinant ADAM10, EDANS/DABCYL FRET peptide cleavage, 3 h; inhibition, % at 7 µM; 370,000 compounds, 0.62% hits;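 active = inhibition above a per-campaign cutoff equal to the mean of compounds falling between control-based bounds plus 3 SD, cut at about 20% in these data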;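 also: 0% = DMSO wells while the 100% control is not disclosed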
ssDAF12 agonist: S. stercoralis DAF-12 activation, primary screen | 370,000 compounds, 1% hits | AID 652126 | HEK293 ssDAF-12/GRIP1 lit1-tk-luc reporter, luminescence; % of 3 µM dafachronic acid response | activation, % at 6.8 µM;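 active = activation above the mean over all tested compounds plus 3 SD, cut at about 0.9% in these data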;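 also: 0% = DMSO-only wells and 100% = 3 µM delta7-dafachronic acid wells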
DAX1 inh-1: inhibits human nuclear receptor DAX1; P51843; HEK293 Gal4-DAX1 luciferase reporter, luminescence; inhibition, % at 6.75 µM; 340,000 compounds, 0.99% hits; AID 504766;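 active = inhibition above the mean over all tested compounds plus 3 SD, cut at about 4.2% in these data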;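 also: 0% = DAX1-transfected cells with DMSO and 100% = empty-vector control cells with DMSO; inhibition shows as a rise in luminescence from relieved DAX1 repression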
SMARCA2 activ: increases SMARCA2 function in MMTV reporter cells; MG213 cells, MMTV-luciferase reporter, dexamethasone, overnight; activation, % at 9.1 µM; 370,000 compounds, 1% hits; in the data active = activation above about 7.8%;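 also: 0% = vehicle wells and 100% = reference activator wells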
DAX1 inh-2: inhibitors of DAX1 repression of SF-1 activated StAR promoter | inhibition, % at 6.8 µM | AID 652010 | HEK293T StAR-luciferase reporter, SF-1/DAX-1 repression relief | 370,000 compounds, 1.1% hits;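 active = inhibition above the mean over all tested compounds plus 3 SD, cut at about 3.6% in these data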;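 also: 0% = DAX-1 cells with DMSO and 100% = cells lacking DAX-1 with DMSO; higher inhibition means more luminescence from relief of DAX-1 repression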
GAA850 FXN act: frataxin GAA850 promoter activation; HEK293 lucGAA850 FXN promoter luciferase reporter, 24 h; percent of 10 µM SAHA response; activation, % at 6 µM; 360,000 compounds, 0.56% hits;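 active = activation above the average of all compounds screened plus 3 SD, cutoff fixed separately per campaign, cut at about 7.5% in these data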;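 also: 0% = DMSO wells and 100% = 10 µM SAHA wells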
HGIII-sPLA2 inh: Inhibits HGIII-sPLA2 liposome hydrolysis, primary screen; 370,000 compounds, 0.56% hits; Q9NZ20; inhibition, % at 12.2 µM; QFRET BODIPY PC-A2 liposome hydrolysis, fluorescence;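 active = inhibition above mean plus 3 SD of compounds lying within the high and low control bounds, cut at about 19% in these data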;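 also: 0% = median of test compound wells and 100% = no enzyme DMSO wells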
hcDAF12 agonist: activators of H. contortus DAF-12 nuclear receptor. HEK293 hcDAF-12 lit1-tk-luc reporter, luminescence; 0% DMSO, 100% Δ7-dafachronic acid. activation, % at 6.8 µM. 370,000 compounds, 1.4% hits;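 active = activation above the mean of all tested compounds plus 3 SD, cut at about 5.5% in these data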;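 also: 100% = response to 3 µM Δ7-dafachronic acid high control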
The depositor's hits bear a star; x = not tested or not shown; & = joins results of further samples. Not a hit list; about 6.6% have a hit in one of these screens.

SMILES	NPR2 activator	NPR1 activator	hgDAF-12 ag	ADAM10 inh	ssDAF12 agonist	DAX1 inh-1	SMARCA2 activ	DAX1 inh-2	GAA850 FXN act	HGIII-sPLA2 inh	hcDAF12 agonist
CSCCC1NC(=O)N(CC(=O)Nc2ccc3c(c2)OCCO3)C1=O (centres undefined)	-2	2	0.5	-10	-1.4	-0.4	0	-0.9	1.9	6	0.5
O=C(CN(CC1CCCO1)C(=O)CCC(=O)Nc1ccccn1)NCC1CCCO1 (centres undefined)	0	2	1.4	12	-0.7	0.4	0	-0.5	0.1	6	0.5
O=C(N/N=C/C=C\c1ccccc1)c1cnccn1	-1	-4	0.0	3	-1.4	-0.3	-1	0.7	0.4	5	1.6
C=C1C(=O)O[C@H]2C[C@]3(C)C([C@@H](OC(=O)/C(C)=C/C)[C@H]12)[C@](C)(O)CC[C@H]3O (some centres undefined)	4	6	-1.3	10	-0.9	0.5	3	0.3	1.3	5	-1.5
Cc1nnc(SCC2=C(C(=O)O)N3C(=O)C(NC(=O)c4cccc(F)c4F)C3SC2)s1 (centres undefined)	1	-3	-1.1	0	-0.9	0.1	0	-0.8	-1.7	-4	-1.2
COc1ccc(N2CC(C(=O)N[C@@H](C)C(=O)NCc3ccccc3OC)CC2=O)cc1 (some centres undefined)	-1	-2	0.0	-5	-0.7	0.8	-6	-0.2	1.1	4	2.4
O=C(COc1cccc(NC(=O)c2cccc([N+](=O)[O-])c2)c1)c1ccc(F)cc1	-9	1	-2.8	5	-1.2	-1.4	0	-1.6	0.4	-44	-1.6
COc1cccc(NC(=O)CN(C)C(=O)c2cccc(S(=O)(=O)Nc3ccc(C)cc3)c2)c1	-11	-6	1.1	3	-1.1	-1.4	-1	-2.5	2.0	-36	-0.7
O=C(C1CCN(S(=O)(=O)c2ccccc2)CC1)N1CCc2ccccc21	-4	-1	1.3	-2	-0.7	0.1	-1	0.8	1.0	-2	0.2
CN1CCN(NC(=O)Nc2cccc(Cl)c2Cl)CC1	6	0	-0.1	0	-1.6	x	-1	-0.1	0.6	2	-1.4
O=C(Nc1ccccc1)OCCOc1ccccc1	3	2	12*	-5	-0.7	3.2	7	1.4	3.7	-2	1.8
CCCCCn1c(=N)n(CC(O)COc2ccccc2OC)c2ccccc21 (centres undefined)	-12&-10	-17&-14	1.6&1.1	-7&1	-1.1&-0.6	-0.7&1.2	-1&-2	-0.7&-1.1	-8.2&-9.4	-5&-4	-3.2&-1.5
O=C(NC1CCCCCC1)C1CCC(CNS(=O)(=O)c2ccc(Br)s2)CC1 (centres undefined)	2	6	-1.3	-6	-0.7	-0.8	-4	0.4	2.6	17	0.0
COc1cc(C=O)ccc1OCc1ccc(Cl)nc1	0	-7	11*	-4	-1.3	2.0	-1	1.3	4.3	-2	0.5
COC(=O)C1=C(C)NC(=O)/C1=C\c1cc(C)n(-c2c(C)cccc2C)c1C	1	0	1.1	-17	-0.9	0.5	2	0.3	0.6	-11	3.9
O=C(/C=C/c1cccs1)N1CCN(c2ccccc2F)CC1	-1	0	-0.5	-9	-0.5	1.4	0	-0.1	1.1	2	-1.7
CCC1CCCCN1CCCNC(=O)C1CCCN(c2ncnc3c2nc2n3CCCCC2)C1 (centres undefined)	-4	-1	-1.4	-3	-1.2	0.6	0	0.2	-2.9	9	0.3
CCCCCN(C(=O)NC(=O)Nc1ccc(C)cc1)S(=O)(=O)c1ccccc1	0	-1	4.9	9	-0.9	1.0	1	-0.2	0.0	-9	0.1
COCCCn1c(=O)c2sccc2n(Cc2ccc(C)cc2)c1=O	15	16	-1.8	-7	1.0*	0.5	-3	0.0	3.4	-1	-0.8
COC(=O)c1c(-c2ccccc2)csc1N1C(=O)Nc2ccccc2N1O	-6	-6	3.2	-5	-0.7	1.1	-1	0.7	2.6	6	-0.4

Some of these compounds in order of the hcDAF12 agonist value, rising.
| smiles | NPR2 activator | NPR1 activator | ADAM10 inh | ssDAF12 agonist | DAX1 inh-1 | SMARCA2 activ | DAX1 inh-2 | HGIII-sPLA2 inh | hcDAF12 agonist |
| --- | --- | --- | --- | --- | --- | --- | --- | --- | --- |
| CCCCCN(C(=O)NC(=O)Nc1ccc(C)cc1)S(=O)(=O)c1ccccc1 | 0 | -1 | 9 | -0.9 | 1.0 | 1 | -0.2 | -9 | 0.1 |
| COc1cc(C=O)ccc1OCc1ccc(Cl)nc1 | 0 | -7 | -4 | -1.3 | 2.0 | -1 | 1.3 | -2 | 0.5 |
| COc1ccc(N2CC(C(=O)N[C@@H](C)C(=O)NCc3ccccc3OC)CC2=O)cc1 (some centres undefined) | -1 | -2 | -5 | -0.7 | 0.8 | -6 | -0.2 | 4 | 2.4 |

Other results follow:
SMILES	NPR2 activator	NPR1 activator	hgDAF-12 ag	ADAM10 inh	ssDAF12 agonist	DAX1 inh-1	SMARCA2 activ	DAX1 inh-2	GAA850 FXN act	HGIII-sPLA2 inh	hcDAF12 agonist
COc1cc(OC)cc(C(=O)NC(=S)N2CCCCCC2)c1	2	0	-1.6	-6	-0.7	3.0	0	0.4	0.7	7	-1.1
CC1=C(C(=O)N(C(C)C)C(C)C)CC(CC(=O)NCCc2ccccn2)C(=O)N1CCCN1CCCC1=O (centres undefined)	-4	2	0.7	-13	-1.6	x	-4	-0.3	x	19	-0.8
CC(NC(=O)c1ccc(NC2=NC3CS(=O)(=O)CC3S2)cc1)c1ccccc1 (centres undefined)	2	4	-2.4	3	-0.4	-0.9	0	-0.7	0.5	2	0.1
COc1cc2ccccc2cc1C(=O)Nc1ccccc1N1CCN(S(C)(=O)=O)CC1	-2	-6	-1.5	-15	-1.5	-1.5	-1	-1.5	1.1	-24	-1.6
O=c1oc(-c2ccco2)nc2sc3c(c12)CCCCC3	-6	-7	5.0	-7	-0.3	0.0	3	0.4	2.0	5	-1.4
O=C(NNC(=O)C1CCCO1)c1ccc(F)cc1 (centres undefined)	1	0	1.3	-5	-0.8	1.1	-2	-0.1	1.9	8	-0.4
COC(=O)[C@H](CC(C)C)NC(=O)NCCCc1ccccc1	3	3	0.1	3	-1.0	-1.1	-1	-0.6	0.9	5	-1.4
O=C1C2C3C=CC(O3)C2C(=O)N1N=C1CCCCC1 (centres undefined)	5	2	3.0	-13	-1.3	0.9	0	0.0	0.7	18	-1.1
CN(Cc1cccc(F)c1)C(=O)c1ccc(S(=O)(=O)C(F)F)cc1	0	3	-0.9	0	-1.4	-0.8	0	0.7	2.0	-7	-1.5
CCOC(=O)Cc1csc(NC(=O)c2cc(C)on2)n1	3	1	-1.2	5	0.0	0.2	0	1.5	2.1	2	-0.9
CN(C)CCCN(C(=O)c1ccc(C(=O)c2ccccc2)cc1)c1nc2ccc(F)cc2s1	4&-5	-8&-8	-0.9&0.2	2&-5	-0.6&-1.6	-0.1	4&-1	2.9&0.9	3.4	-10&5	0.8&-1.1
Cc1nc(NC(=O)c2ccc(Cl)cc2)nc2cc3c(cc12)OCO3	-2	2	-4.1	-16	-1.2	-0.6	-4	-0.1	2.6	12	3.0
CC(C)(C)OC(=O)NC(Cc1ccccc1)C(=O)N1CCCC1C(=O)O (centres undefined)	5	2	1.9	-1	-1.6	-0.9	-3	-0.1	-1.9	11	-0.7
CN(C(=O)CSc1ncc(C(F)(F)F)cc1Cl)c1c(N)n(Cc2ccccc2)c(=O)[nH]c1=O	10	0	-0.7	0	-1.0	-1.3	-3	0.2	-2.0	0	-0.6
O=C(CSCc1ccc(Cl)cc1)NCc1ccccn1	9	0	0.6	-7	-1.2	-0.5	1	-0.3	0.5	2	0.7
COC(=O)[C@]12CCCCC=C1N(Cc1ccco1)C(=O)[C@H](CC(=O)N1CCSCC1)C2	4	1	-2.1	-1	-1.1	x	1	-0.1	x	0	-1.0
N#CCNC(=O)C1CC(=O)N(CCc2ccc(F)cc2)C1 (centres undefined)	1	2	-1.3	5	-0.7	1.2	2	0.0	1.0	-1	0.8
Cc1ccc(C(C(=O)NCc2ccco2)N(C(=O)Cn2nnc3ccccc32)c2ccccc2)o1 (centres undefined)	-10	-8	-1.9	2	-0.7	1.2	-1	-0.7	-3.4	2	-1.8
CCOC(=O)N1CCN(S(=O)(=O)c2ccc(C(=O)NNc3nc4c(C)cccc4s3)cc2)CC1	0	-2	-5.8	8	0.6	0.1	-3	-3.1	-3.6	33*	4.7
CCc1ccc[n+](-c2[nH]c(=O)sc2/C=N/N=C(\[O-])CCn2c3ccccc3c3ccccc32)c1	-1	2	3.7	3	-1.6	3.4	0	-0.4	-1.0	7	0.1
O=C(c1c[nH]c2ccccc12)N1CCN(Cc2ccccc2)CC1	9	5	0.0	0	-1.3	-0.7	2	-0.7	-2.6	-3	-0.8
CCN(C(=O)CSc1nnc(-c2cccc(F)c2)n1N)c1c(N)n(Cc2ccccc2)c(=O)[nH]c1=O	1	1	19*	-13	-0.6	1.6	-1	0.1	0.0	8	-0.7
Cc1ccc(S(=O)(=O)/C(C#N)=C/c2c(N3CCN(C)CC3)nc3c(C)cccn3c2=O)cc1	2	12	2.1	-92	-0.9	0.1	0	0.3	2.3	-5	-0.5
COc1ccc(C(=O)OCCN2CCN(C3=NS(=O)(=O)c4ccccc43)CC2)cc1OC	-7	-7	-0.3	5	-1.5	1.2	1	-0.1	0.1	2	-1.7
Nc1cc(=O)[nH]c(SCc2nnc(-c3ccccc3)o2)n1	2	-1	-1.1	-3	-1.3	-0.2	-2	0.6	4.0	6	0.3
CCN(CC)CCCNc1cc(C(F)(F)F)c(C#N)c2nc3ccccc3n12	-2	7	2.4	-369	-1.1	-0.1	-2	0.7	0.4	8	0.7
CN(CC(=O)Nc1ccc(Cl)c(C(F)(F)F)c1)S(=O)(=O)c1cnc[nH]1	-7	0	-2.1	-17	-1.3	0.9	-3	-1.1	0.2	-18	-1.1
Cc1ccc(Nc2nc(CSc3nnc(-c4cccnc4)n3-c3ccccc3C)cs2)cc1	2	-6	-1.1	17	-1.3	-0.1	-2	0.5	1.6	-19	0.9
COc1ccc(O)c(C2=Nc3ccccc3N=C(c3ccccc3)C2)c1	4	2	14*	-62	-0.1	3.0	4	1.3	7.2	-3	3.0
Cc1ccc(F)cc1NC(=S)NCCc1ccccc1	2	2	-3.1	9	-1.1	-0.8	-6	-0.3	-1.7	22*	1.0
CCn1c(COc2ccc(=O)n(-c3ccccc3)n2)nnc1SCc1ccc(OC)cc1	-13	-4	-0.6	2	-1.6	2.0	-2	-0.5	1.1	-6	1.5
Cn1ncc(Br)c1C(=O)Nc1ccc(Br)cn1	-4	1	-0.6	8	-1.2	-0.2	-3	0.0	0.5	5	0.6
CN(C(=O)Cn1cc(C#N)c2ccccc21)c1ccccc1	-12	-13	2.4	-6	0.4	0.9	-6	-0.7	0.7	7	2.9
Cc1ccc(NC(=O)c2ccco2)c([N+](=O)[O-])c1	-2	4	8.4	7	0.4	0.0	5	0.8	7.0	2	1.9
COc1ccccc1C1=NNC(=NCc2ccccc2)SC1	1	1	-1.7	-23	-1.6	2.8	4	-0.2	3.2	-8	-1.1
O=C(Nc1cccc(F)c1)c1ccccc1	1	1	6.7	8	-0.5	1.2	-1	-0.2	0.9	0	1.1
Cc1n[nH]c(=S)n1-c1ccccc1	1	2	-1.8	12	-2.2	0.5	-5	0.6	-0.1	13	2.4
